15-hLO-2 inh – inhibitors of human 15-lipoxygenase 2 (ALOX15B); O15296; purified 15hLO-2, xylenol orange hydroperoxide absorbance; Potency, µM (series often up to 57.1 µM), inactives show at the highest dose activity change, negative = inhibition, most hits filed as inhibitors; 0.56% of 110,000 active; AID 881; note: potency is the fitted concentration of half-maximal effect; nearly all actives have a fitted effect of over 60% in size; many of its hits are not listed in these tables
Target sequence (O15296 whole entry, looked up): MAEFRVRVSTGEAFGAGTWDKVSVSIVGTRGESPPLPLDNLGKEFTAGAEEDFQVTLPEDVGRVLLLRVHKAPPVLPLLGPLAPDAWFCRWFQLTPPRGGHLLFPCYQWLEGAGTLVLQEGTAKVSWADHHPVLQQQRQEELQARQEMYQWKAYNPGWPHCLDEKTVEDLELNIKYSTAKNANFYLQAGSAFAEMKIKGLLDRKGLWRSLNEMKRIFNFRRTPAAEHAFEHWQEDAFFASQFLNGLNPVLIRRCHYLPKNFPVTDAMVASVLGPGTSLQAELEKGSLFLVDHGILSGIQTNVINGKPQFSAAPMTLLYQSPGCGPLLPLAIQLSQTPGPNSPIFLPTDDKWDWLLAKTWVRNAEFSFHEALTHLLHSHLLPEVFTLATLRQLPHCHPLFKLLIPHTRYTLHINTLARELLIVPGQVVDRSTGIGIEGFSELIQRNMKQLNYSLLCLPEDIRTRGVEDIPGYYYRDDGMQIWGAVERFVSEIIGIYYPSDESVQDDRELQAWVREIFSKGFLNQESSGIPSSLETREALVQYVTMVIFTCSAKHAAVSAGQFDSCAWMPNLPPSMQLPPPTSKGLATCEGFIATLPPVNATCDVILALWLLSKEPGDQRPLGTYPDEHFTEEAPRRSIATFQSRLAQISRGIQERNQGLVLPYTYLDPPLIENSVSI
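Enzyme 50 nM, AA 45 uM, 25 mM Hepes pH 7.5 + 0.01% Triton X-100; cpd preinc 15 min RT, rxn 90 min RT; stop/detect with 200 uM XO + 300 uM Fe(II) in 50 mM H2SO4, 30 min; A573/A405.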
IMPase cell inh – cell-permeable inhibitors of inositol monophosphatase (IMPase) | CHO-M1 cells, IP1 accumulation, HTRF TR-FRET ratio | inhibition (IP1 accumulation), % at 46.1 µM | 120,000 tested, under 10 active; active = well fitted curve in the direction sought with a large enough effect in the signal ratio, not every such curve was filed as active; inconclusive = small, poorly fitted or top-dose-only effect, or a change in a side signal; inactive = no such curve, though single readings can be large or run the other way; the % refers to the signal ratio;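 note: cells stimulated with carbachol in lithium chloride buffer; plate controls were DMSO basal wells for no effect and reference inhibitor wells for full effect; higher means more IMPase inhibition seen as more IP1 and lower FRET ratio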
Target sequence (P97697 whole entry, looked up): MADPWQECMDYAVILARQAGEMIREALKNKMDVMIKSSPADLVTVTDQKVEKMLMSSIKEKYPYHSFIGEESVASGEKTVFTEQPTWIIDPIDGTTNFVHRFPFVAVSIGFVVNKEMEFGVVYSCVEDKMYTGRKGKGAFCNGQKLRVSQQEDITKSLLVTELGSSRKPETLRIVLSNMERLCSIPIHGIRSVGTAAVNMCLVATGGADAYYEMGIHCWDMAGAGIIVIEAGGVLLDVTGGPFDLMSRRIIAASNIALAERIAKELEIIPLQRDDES
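Carbachol-driven Gq signalling in CHO-M1 cells (2000/well) generates IP1. Compounds that block IMPase raise IP1 and so reduce the FRET signal from Eu-anti-IP1 and d2-IP1 after a 10 min room-temperature lysis.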
PNC inhibitor – inhibitors of perinucleolar compartment assembly; PC3M PTB-GFP, PNC prevalence imaging, 16 h; hits give low values; activity change (PNC), negative = inhibition, % at 10 µM; AID 2417; 3.1% of 140,000 active;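 active = readout at or below -70, meaning at least 70% loss of cells showing the perinucleolar compartment, a nuclear body marking cancer cells; inconclusive = readout between -30 and a set limit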;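 note: plate controls were DMSO wells for no effect and camptothecin positive control wells for full effect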
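Read-out is percentage of cells bearing a perinucleolar compartment, from automated 20x imaging of fixed, Hoechst-stained PC3M PTB-GFP cells. Cells were seeded 4 h, then exposed 16 h to compound (23 nl of library stock) in duplicate plates.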
12-hLO inh – 12-hLO (ALOX12) enzyme inhibition; AID 1452; purified 12-hLO, xylenol orange hydroperoxide absorbance; 0.12% of 150,000 active; Potency, µM (highest dose often 57.1 µM), without a hit: at the top dose activity change, negative = inhibition, actives largely listed as inhibitors; note: potency is the fitted concentration of half-maximal effect; nearly all actives have a fitted effect of over 55% in size; many of its hits are not listed in these tables
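Lipoxygenase turnover measured by absorbance at 573 and 405 nm after Fe-XO development. Human 12hLO 150 nM, arachidonate 40 uM, pH 7.0 Hepes buffer with detergent; 15 min compound preincubation, 30 min reaction.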
* = called active by the depositor; ? = inconclusive; nt = no result given; [ ] = remark or other dose. Unless noted, calls come from the whole dose curve; as a rule, active = well fitted curve in the direction sought with a large enough effect; inconclusive = small, poorly fitted or top-dose-only effect, or another doubt; inactive = no such curve, though single readings can be large; an effect the other way counts as inactive or inconclusive. Unless noted, % is set by controls: 0 for no effect and ±100 for the full control effect. A portion of the library, so the mix of outcomes need not match the whole.

# | structure | 15-hLO-2 inh | IMPase cell inh
1 | CCOC(=O)C(=O)Nc1cc([N+](=O)[O-])ccc1C | nt | 12
2 | CCC(C)NC(=O)CN(C)S(=O)(=O)c1ccc2c(c1)c(=O)n(C)c(=O)n2C (configuration not stated) | -5% | 1
3 | O=C1NC(=Nc2ccc(Cl)cc2)SC1Cc1cc(Cl)ccc1Cl (configuration not stated) | nt | nt
4 | CCCc1oc2c(c(=O)c1CC)C(=O)CC(C)(C)C2 | 4% | -3
5 | FC(F)(F)C1CC(c2cccs2)Nc2ncnn21 (configuration not stated) | 7% | 6
6 | COC(=O)c1cnc(SC)nc1C | 7% | 2
7 | Cc1ccc(C)c2c1[nH]c1ccccc12 | 4% | -15
8 | CC(=O)Nc1ccc(N2CCN(Cc3ccccc3F)CC2)cc1 | 5% | -5
9 | Cc1ccc2cc3cc(C(=O)N4CCN(C(=O)c5ccco5)CC4)sc3nc2c1 | -6% | 6
10 | O=C(c1cccc(F)c1)N1CCC2(CCCN(Cc3ccncc3)C2)CC1 | 2% | nt
11 | O=C(O)[C@@H]1[C@@H]2C[C@@H]3[C@@H](OC(=O)[C@@H]31)[C@H]2Br | -6%[11.4 µM] | nt
12 | COCCn1c(SCC(=O)Nc2ccc(Cl)c(S(=O)(=O)N(C)C)c2)nc2ccccc21 | -3% | 2
13 | Cc1cc(C)nc(SCC(=O)N/N=C/c2cccc([N+](=O)[O-])c2)n1 | nt | -10
14 | CCOC(=O)CCn1nc(-c2ccc(Cl)cc2)cc1N | 6% | 1
15 | Oc1ccc2[nH]ccc2c1 | -22% | 3

# | PNC inhibitor | 12-hLO inh
1 | -25 | 3%
2 | -8 | 3%
3 | -10 | 0%
4 | ? | 1%
5 | -16 | -2%
6 | -24 | 1%
7 | 26 | -12%
8 | 10 | -5%
9 | 29 | -2%
10 | nt | -1%
11 | nt | 4%[11.4 µM]
12 | ? | -1%
13 | -3 | 2%
14 | -15 | -6%
15 | ? | -4%

(listing goes on)
# | structure | 15-hLO-2 inh | IMPase cell inh
16 | CC(CN(C(N)=O)c1ccccc1O)C(=O)O (configuration not stated) | -4% | -3
17 | CCCCc1nnc(NC(=O)C=C(C)C)s1 | nt | -5
18 | O=c1oc2ccccc2c(Nc2ccc3ccccc3c2)c1[N+](=O)[O-] | ? | 8
19 | Cc1nn(-c2ccccc2)c(C)c1/C=N/NC(=O)c1cc(-c2cccs2)[nH]n1 | nt | 11
20 | Cc1cccc(C(=O)NC2CC(C)(C)NC(C)(C)C2)c1 | 7% | 3
21 | O=C(Cn1ncc2ccccc21)N1CCc2ccccc21 | -2% | 0
22 | Cc1cc(NC(=O)c2ccc(S(=O)(=O)N3CCOCC3)cc2)nc2c1c(=O)oc1ccccc12 | -4% | -5
23 | CCOC(=O)N1CCC(NC(=O)c2oc3c(c2C)-c2[nH]ncc2CC3)CC1 | -3% | -1
24 | CN1CCCC[C@@H]1CCN1CCCCC1 | 1%[11.4 µM] | nt
25 | O=C(c1ccc(Cn2c(=O)[nH]c3ccccc3c2=O)cc1)N1CCN(c2ccc(Cl)cc2)CC1 | 2% | -5
26 | CC(=O)Nc1ccc(OC(=O)c2cccnc2)cc1 | 3% | 1
27 | CC(C)=CC1C(CO)C1(C)C (configuration not stated) | -3% | nt
28 | Cc1nn(Cc2ccc(C(=O)Nc3ccccc3C(F)(F)F)o2)c(C)c1Br | 20% | 2
29 | Cc1c(C#N)c(NC(=O)c2cccc(Cl)c2)n(Cc2ccccc2)c1C | -12% | 16
30 | O=C1c2ccccc2-c2c1nc1c([n+]2[O-])CCCC1 | -6% | -1

# | PNC inhibitor | 12-hLO inh
16 | -9 | -5%
17 | 254 | 0%
18 | ? | -13%
19 | -115* | -1%
20 | 32 | -4%
21 | 10 | 0%
22 | -3 | 2%
23 | 57 | 4%
24 | nt | -1%[11.4 µM]
25 | 20 | -8%
26 | -3 | -9%
27 | nt | -6%
28 | 85 | -3%
29 | ? | -1%
30 | 14 | -3%

Shown with two lines to a compound: 2 of the compounds above
Each structure is followed by: 15-hLO-2 inh, IMPase cell inh, PNC inhibitor, 12-hLO inh
(20) Cc1cccc(C(=O)NC2CC(C)(C)NC(C)(C)C2)c1
  7%, 3, 32, -4%
(21) O=C(Cn1ncc2ccccc21)N1CCc2ccccc21
  -2%, 0, 10, 0%

Other records:
# | structure | 15-hLO-2 inh | IMPase cell inh
31 | CC(=O)NC(c1cccs1)c1cc([N+](=O)[O-])c2cccnc2c1O (configuration not stated) | nt | nt
32 | CC(C)CCn1c(N2CCOCC2)nc2c1c(=O)n(CC(N)=O)c(=O)n2C | -5% | -1
33 | Cc1sc2ncnc(NCC(C)(C)N3CCOCC3)c2c1C | 3% | 11
34 | Cc1cc(C)nc(Sc2nc(Cl)nc(N(c3ccccc3)c3ccccc3)n2)n1 | -29% | 12
35 | Cc1cc(C)n(-c2ccc(C(=O)Nc3ccccn3)cc2)n1 | 3% | 0
36 | Cc1nn(C)c(C)c1S(=O)(=O)N1CCC(C(=O)NC2CCCCC2)CC1 | -5% | -10
37 | Cn1c(Cn2cnc(Cl)c2Cl)nc2ccccc21 | -10% | 1
38 | O=C1c2cnc3nc(SCc4ccccc4)nn3c2CC2c3ccccc3CCN12 (configuration not stated) | 6% | -1
39 | Cc1cc(C)nc(NC(N)=NC2CCCCC2)n1 | nt | nt
40 | CCOC(=O)C1CCCN(C(=O)CN2C(=O)c3ccccc3C2=O)C1 (configuration not stated) | -6% | 2
41 | OCCCSCCO | -2%[11.4 µM] | nt
42 | CCc1c(C)nc2c(Br)cccc2c1SCCC#N | nt | nt
43 | O=C(Nc1sccc1C(=O)NCc1ccco1)c1cccnc1 | 3%[11.4 µM] | 14[1.84 µM]
44 | CCOC(=O)N1CCC(NC(=O)c2cccn3c(=O)c4cc(Br)ccc4nc23)CC1 | -3% | 5
45 | O=C(Cn1nnc(-c2ccccc2)n1)N=Nc1c(O)[nH]c2ccccc12 | -3% | -3

# | PNC inhibitor | 12-hLO inh
31 | 75 | ?
32 | ? | 1%
33 | 9 | 1%
34 | 33 | -21%
35 | ? | -1%
36 | ? | -1%
37 | ? | -6%
38 | ? | -5%
39 | -2 | 2%
40 | ? | 8%
41 | nt | 1%[11.4 µM]
42 | ? | 2%
43 | ? | 1%
44 | -8 | -1%
45 | 16 | -1%

The list goes on:
# | structure | 15-hLO-2 inh | IMPase cell inh
46 | CS(=O)(=O)NCCC1=CCCCC1 | 6% | 7
47 | CC(=O)N(C)c1ccc(NC(=O)c2ccco2)cc1 | 8% | -8
48 | CC1C(=O)CCN(C(C)(C)C)C1C (configuration not stated) | -4% | 4
49 | CC(=O)Nc1ccc(S(=O)(=O)NCC(=O)OCC(=O)N2CCN(c3ccccc3)CC2)cc1 | nt | nt
50 | CCOc1ccccc1OCCCC(=O)NC1=NCCS1 | -1% | -9
51 | Cc1cc(-n2c(C)cc(C(=S)N3CCOCC3)c2C)ccc1Br | nt | nt
52 | CCCC(c1nnnn1CCOC)N1CCN(Cc2ccccc2)CC1 (configuration not stated) | nt | 7
53 | CCOc1ccc(C2C=C(c3ccccc3)Nc3nnnn32)cc1 (configuration not stated) | -15% | -11
54 | O=C(NCC1COc2ccccc2O1)C1C2C=CC3(CN(Cc4ccccc4Cl)C(=O)C13)O2 (configuration not stated) | 0% | -5
55 | NC1=N[C@H](c2ccc(Cl)cc2)N(c2ccc(S(N)(=O)=O)cc2)C(N)=N1 | 0%[11.4 µM] | nt
56 | COc1ccc(N=C2S/C(=C\c3cc(C)n(C)c3C)C(=O)N2CC(C)C)cc1 | -25% | 17
57 | C/C(CCN1CCCCc2nc(C)c(C)cc21)=N\O[C@H](C)c1cn([C@H](CO)Cc2ccccc2)nn1 | nt | nt
58 | O=C(NCn1ccc(=O)[nH]c1=S)c1ccccc1 | 1% | -10
59 | Cc1nc(-c2ccccc2)nc2[nH]c(=O)n(-c3ccccc3)c(=O)c12 | 1% | 8
60 | O=C(c1cc([N+](=O)[O-])ccc1Cl)N1c2ccccc2Sc2ccccc21 | nt | nt

# | PNC inhibitor | 12-hLO inh
46 | -17 | 0%
47 | 23 | 0%
48 | -11 | -3%
49 | 50 | 4%
50 | 17 | 3%
51 | -17 | -13%
52 | 1 | 6%
53 | 38 | -12%
54 | 4 | -4%
55 | nt | 3%[11.4 µM]
56 | 68 | -21%
57 | 56 | 0%
58 | ? | -5%
59 | 10 | 0%
60 | 2 | -1%

(further entries)
# | structure | 15-hLO-2 inh | IMPase cell inh
61 | Cc1cc(NC(=O)CCCN2C(=O)/C(=C/c3cccs3)SC2=S)no1 | nt | nt
62 | O=C(COC(=O)Cn1nnc2ccccc21)Nc1ccccc1Br | nt | -2
63 | O=C(NC1CCCC1)C1CC(c2ccc(F)cc2)=NO1 (configuration not stated) | -6% | -3
64 | Nc1ccn([C@H]2C[C@H](O)[C@@H](CO)O2)c(=O)n1 | -2% | 0
65 | O=C1C(C=Nc2ccccc2O)=C(O)c2ccccc21 | -28% | 7
66 | CC1CC(C)CN(CCCNC(=O)C2CCC(=O)N2C2CCCC2)C1 (configuration not stated) | 7% | 7
67 | CC(C)CC1CC(=O)OC1(C)C(=O)CSc1nc2ccccc2s1 (configuration not stated) | ? | 3
68 | Oc1ccc(OCc2ccccc2)cc1 | -6%[25.6 µM] | -3[20.6 µM]
69 | Cc1c(NC(=O)C(C)OC(=O)CNC(=O)c2ccc(C(C)(C)C)cc2)c(=O)n(-c2ccccc2)n1C (configuration not stated) | 7% | 5
70 | CCn1cc(C(=O)N2CCc3ccccc32)c(=O)c2cc(S(=O)(=O)N(C)C3CCCCC3)ccc21 | nt | nt
71 | CSCCC(NC(=O)c1ccco1)C(=O)OC(C)C(=O)NC(=O)NC1CCCCC1 (configuration not stated) | 11%[2.29 µM] | -11
72 | COc1ccc(-c2ccc(-c3cc(=O)oc4cc(C)cc(C)c34)cc2)cc1 | 2%[0.0915 µM] | nt
73 | COCCNC(=O)CN1CCC(n2c(C)nc3cc(C(F)(F)F)ccc32)CC1 | 8% | 4

# | PNC inhibitor | 12-hLO inh
61 | -15 | 0%
62 | -24 | -2%
63 | -3 | 1%
64 | nt | -2%
65 | 0 | -2%
66 | -16 | 7%
67 | 10 | -2%
68 | nt | 0%[25.6 µM]
69 | 65 | 6%
70 | 75 | 9%
71 | 34 | -2%
72 | nt | 1%[0.00818 µM]
73 | 11 | 1%

Entries from the list above that contain a Cl atom:
# | structure | 15-hLO-2 inh | IMPase cell inh
3 | O=C1NC(=Nc2ccc(Cl)cc2)SC1Cc1cc(Cl)ccc1Cl (configuration not stated) | nt | nt
12 | COCCn1c(SCC(=O)Nc2ccc(Cl)c(S(=O)(=O)N(C)C)c2)nc2ccccc21 | -3% | 2
14 | CCOC(=O)CCn1nc(-c2ccc(Cl)cc2)cc1N | 6% | 1
25 | O=C(c1ccc(Cn2c(=O)[nH]c3ccccc3c2=O)cc1)N1CCN(c2ccc(Cl)cc2)CC1 | 2% | -5
29 | Cc1c(C#N)c(NC(=O)c2cccc(Cl)c2)n(Cc2ccccc2)c1C | -12% | 16
34 | Cc1cc(C)nc(Sc2nc(Cl)nc(N(c3ccccc3)c3ccccc3)n2)n1 | -29% | 12
37 | Cn1c(Cn2cnc(Cl)c2Cl)nc2ccccc21 | -10% | 1
54 | O=C(NCC1COc2ccccc2O1)C1C2C=CC3(CN(Cc4ccccc4Cl)C(=O)C13)O2 (configuration not stated) | 0% | -5
55 | NC1=N[C@H](c2ccc(Cl)cc2)N(c2ccc(S(N)(=O)=O)cc2)C(N)=N1 | 0%[11.4 µM] | nt
60 | O=C(c1cc([N+](=O)[O-])ccc1Cl)N1c2ccccc2Sc2ccccc21 | nt | nt

# | PNC inhibitor | 12-hLO inh
3 | -10 | 0%
12 | ? | -1%
14 | -15 | -6%
25 | 20 | -8%
29 | ? | -1%
34 | 33 | -21%
37 | ? | -6%
54 | 4 | -4%
55 | nt | 3%[11.4 µM]
60 | 2 | -1%

High-throughput results: PubChem BioAssay, National Center for Advancing Translational Sciences (NCATS)
